Screening results as filed in PubChem BioAssay.
ALOX12 inh: inhibitors of human 12S-lipoxygenase ALOX12; 580,000 compounds, 1.1% hits; P18054; AID 1671190; Potency, µM (series often up to 108 µM), for the others: at the highest dose activity change, negative = inhibition, usual class: inhibitors; purified 12hLO, xylenol orange hydroperoxide absorbance
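Purified human 12hLO (150 nM final) in 25 mM Hepes, 0.01% Triton X-100, pH 7.0 was preincubated 15 min at room temperature with compound. Then 40 uM arachidonic acid was added, 30 min. Hydroperoxide was read by Fe-XO absorbance ratio 573/405 nm.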
Tb PGK inh: inhibitors of T. brucei phosphoglycerate kinase | AID 602233 | 380,000 compounds, 0.043% hits | Potency, µM (titrated, usually from 57.5 µM), without a hit: at the top dose activity change, negative = inhibition, actives largely listed as inhibitors | PGK/GAPDH coupled, Kinase-Glo luminescence, 60 min; also: nearly all actives have a fitted effect of over 60% in size
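Recombinant glycosomal PGK reaction used 1,3-bisphosphoglycerate generated in-well by GAPDH (100nM final) in 100mM TEA pH 7.6, 5mM MgCl2, 0.01% Tween-20. After 60 minutes at room temperature, ATP was read by Kinase-Glo Plus luminescence end-point.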
GLS inhibitor: glutaminase GLS (human) inhibition; O94925; GLS enzymatic activity, qHTS titration; Potency, µM (highest dose often 45.5 µM), inactives show at the top dose activity change, negative = inhibition, usual class: inhibitors; 410,000 compounds, 0.21% hits; AID 624170
Target sequence (O94925 whole entry, looked up): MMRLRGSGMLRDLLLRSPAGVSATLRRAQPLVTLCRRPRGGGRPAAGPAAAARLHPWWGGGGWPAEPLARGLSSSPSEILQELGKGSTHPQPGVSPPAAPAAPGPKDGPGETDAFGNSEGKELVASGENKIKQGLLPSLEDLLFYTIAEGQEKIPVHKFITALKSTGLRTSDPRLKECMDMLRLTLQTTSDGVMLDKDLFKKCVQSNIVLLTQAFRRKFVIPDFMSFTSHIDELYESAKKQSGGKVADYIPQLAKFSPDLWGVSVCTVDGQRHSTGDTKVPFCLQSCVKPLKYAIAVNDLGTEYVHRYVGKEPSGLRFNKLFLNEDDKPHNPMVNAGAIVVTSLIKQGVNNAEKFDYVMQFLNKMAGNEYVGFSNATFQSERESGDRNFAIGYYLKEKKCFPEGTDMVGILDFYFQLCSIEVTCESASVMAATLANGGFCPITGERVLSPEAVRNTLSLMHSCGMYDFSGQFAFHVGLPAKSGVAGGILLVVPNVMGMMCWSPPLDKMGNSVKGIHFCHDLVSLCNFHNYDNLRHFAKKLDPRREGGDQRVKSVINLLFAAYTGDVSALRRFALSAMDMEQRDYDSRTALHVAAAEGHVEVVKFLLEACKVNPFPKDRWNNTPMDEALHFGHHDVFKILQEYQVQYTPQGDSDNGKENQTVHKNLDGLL
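Compounds were pin-transferred onto hKGA, after which L-glutamine (1 mM solution) and a detection mix of glutamate oxidase, HRP and Amplex Red were added. Initial and 30 min RT fluorescence reads were collected.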
* hit, by the source's call; i = inactive; ? = inconclusive. Calls follow the shape of the dose curve; as a rule, active = well fitted curve in the direction sought with a large enough effect; inconclusive = small, poorly fitted or top-dose-only effect, or another doubt; inactive = no such curve, though single readings can be large; an effect the other way counts as inactive or inconclusive. % is scaled to controls: 0 for no effect and ±100 for the full control effect; potency is read from the fitted curve at half-maximal effect.

SMILES	ALOX12 inh	Tb PGK inh	GLS inhibitor
Cc1noc(C)c1NC(=O)N(C)C[C@@H]1Oc2ncc(Br)cc2C(=O)N([C@H](C)CO)C[C@@H]1C	-26.6%	-9.7%	4.6%
C[C@@H]1CN([C@@H](C)CO)C(=O)c2cc(-c3ccncc3)cnc2O[C@H]1CN(C)C(=O)c1cccc(F)c1	?	-0.6%	-19.0%
COc1cc(C(=O)NC(CCSC)C(=O)Nc2ccc(N3CCOCC3)cc2)cc(OC)c1OC (stereo not drawn)	-2.9%	-0.5%	17.9%
Cc1cccc(C(=O)Nc2ccc(C(=O)c3ccncc3)cc2)c1	-1.2%	7.4%	0.3%
Cc1cccc(C)c1NC(=O)CNC(=O)c1ccc(N2CCOCC2)c([N+](=O)[O-])c1	?	i	-1.6%
CN1CCN(C(=O)C(=O)c2cn(CC(=O)N3CCCCCC3)c3ccccc23)CC1	-2.6%	i	-0.5%
C[C@H](CO)N1C[C@H](C)[C@@H](CN(C)S(=O)(=O)c2ccc(-n3cccn3)cc2)OCc2cn(nn2)CCCC1=O	0.0%	-1.1%	-6.0%
C[C@@H]1CN([C@@H](C)CO)C(=O)CCCn2nncc2CO[C@@H]1CN(C)S(C)(=O)=O	0.0%	2.9%	5.8%
C[C@H](CO)N1C[C@H](C)[C@@H](CN(C)C(=O)C2CCCCC2)OCc2cn(nn2)CCCC1=O	6.5%	5.3%	14.7%
COc1ccc(NC(=O)C[C@H]2C(=O)N(C3CCCCC3)C[C@@H]2C)cc1	-7.1%	-3.4%	0.4%

Fetched by structure from above (seven):
SMILES	ALOX12 inh	Tb PGK inh	GLS inhibitor
Cc1noc(C)c1NC(=O)N(C)C[C@@H]1Oc2ncc(Br)cc2C(=O)N([C@H](C)CO)C[C@@H]1C	-26.6%	-9.7%	4.6%
C[C@@H]1CN([C@@H](C)CO)C(=O)c2cc(-c3ccncc3)cnc2O[C@H]1CN(C)C(=O)c1cccc(F)c1	?	-0.6%	-19.0%
CN1CCN(C(=O)C(=O)c2cn(CC(=O)N3CCCCCC3)c3ccccc23)CC1	-2.6%	i	-0.5%
COc1ccc(NC(=O)C[C@H]2C(=O)N(C3CCCCC3)C[C@@H]2C)cc1	-7.1%	-3.4%	0.4%
Cc1cccc(C(=O)Nc2ccc(C(=O)c3ccncc3)cc2)c1	-1.2%	7.4%	0.3%
COc1cc(C(=O)NC(CCSC)C(=O)Nc2ccc(N3CCOCC3)cc2)cc(OC)c1OC (stereo not drawn)	-2.9%	-0.5%	17.9%
C[C@H](CO)N1C[C@H](C)[C@@H](CN(C)S(=O)(=O)c2ccc(-n3cccn3)cc2)OCc2cn(nn2)CCCC1=O	0.0%	-1.1%	-6.0%

Other compounds follow:
SMILES	ALOX12 inh	Tb PGK inh	GLS inhibitor
Nc1ccn([C@@H]2O[C@H](CNCc3cccc4c3sc3ccccc34)[C@@H](O)[C@H]2O)c(=O)n1	6.9%	6.2%	0.8%
N#CC1C(=O)Nc2cccnc21 (stereo not drawn)	10.9%	-4.1%	19.4%
CCN(c1ccc(OC)cc1)S(=O)(=O)N1CCCC(C(=O)NCc2ccc(OC(C)C)cc2)C1 (stereo not drawn)	-12.5%	i	-4.4%
CCc1ccccc1NC(=O)CSc1nc2cc(C(=O)NCC3CCCO3)ccc2c(=O)n1CC1CCCO1 (stereo not drawn)	19.2%	1.4%	9.5%
COc1cc(/C=N/NC(=O)c2ccc3nc[nH]c3c2)cc(OC)c1OC(C)=O	11.7%	i	2.1%
O=C(COC(=O)c1cnc(Cl)c(Cl)c1)NC1CCCC1	-9.7%	-2.7%	1.1%
O[C@@H]1CN(CC2CCCCC2)[C@@H](c2ccccc2)C[C@H]1n1cc(-c2ccc(F)cc2)nn1	-22.0%	-7.4%	0.4%
COc1ccc(C(=O)O)cc1S(=O)(=O)Nc1cc(C(F)(F)F)ccc1N1CCCCC1	16.6%	i	29.2%
Cc1cccc(NC(=O)c2ncn3c2C(=O)N[C@@H](C)C3)c1	5.4%	1.2%	-3.1%
COc1ccc(N2CCCC2=O)cc1S(=O)(=O)N1CCOCC1	1.3%	-1.3%	-5.2%
CCOC(=O)c1c(-c2cc(OC)c(OC)c(OC)c2)csc1NC(=O)c1ccccc1	-24.7%	-2.8%	2.1%
CC1CCCCC1=NNC(=O)c1ccccc1 (stereo not drawn)	-7.9%	-3.3%	-0.2%
O=C(NCCc1ccccc1F)C1CC(=O)N(c2ccc3c(c2)OCCO3)C1 (stereo not drawn)	-5.5%	0.8%	-0.2%
CCN1C(=O)[C@H]2[C@@H](c3ccc(OC)cc3)N[C@]3(CCCN(Cc4ccc(Br)cc4)C3=O)[C@H]2C1=O	?	-6.3%	-1.7%
CCOc1c(Br)cc(C(=O)Nc2cccc(S(=O)(=O)N3CCOCC3)c2)cc1OC	6.0%	-2.4%	-0.2%
COc1ccc(C=C2NC(=O)NC2=O)cc1O	-12.9%	-7.3%	16.3%
Cc1cc(OCC(=O)Nc2nnc(C3CC3)s2)ccc1Cl	?	5.7%	-1.0%
C[C@H](NC(=O)c1ncn2c1c(=O)[nH]c1ccccc12)c1ccccc1	7.7%	-1.4%	5.4%
CCOC(=O)c1c[nH]n2c(=S)ncnc12	-13.4%	-13.4%	-3.9%
Cc1ccc(S(=O)(=O)CCC(=O)OCCOc2ccc(Br)cc2)cc1	-17.0%	9.6%	4.2%
COc1ccccc1NC(=O)COC(=O)Cn1c(C)csc1=O	18.4%	-1.6%	2.8%
CC1Cc2ccccc2N1C(=O)COC(=O)c1ccco1 (stereo not drawn)	-7.7%	4.0%	1.3%
C[C@@H]1CN([C@@H](C)CO)C(=O)c2cc(C#CC(C)(C)O)cnc2O[C@@H]1CN(C)C(=O)c1ccccc1F	5.5%	0.7%	-1.7%
COc1ccc(NS(=O)(=O)c2ccc(C)c(C(=O)NCCCn3ccnc3)c2)cc1	3.7%	-2.3%	6.3%
OCC[C@@H]1C[C@H](O)[C@@H](O)[C@@]2(OCc3cc(C(F)(F)F)ccc32)O1	-3.6%	4.8%	-8.6%
COc1ncccc1C(=O)N1CCCC(C(=O)Nc2cccc(-c3ccc(F)cc3)c2)C1 (stereo not drawn)	-6.3%	1.9%	6.4%
CN(C)C(=O)c1ccc(NC(=O)c2cccc(-n3cnnn3)c2)cc1	-28.9%	10.8%	-1.1%
COc1ccc(NC(=O)c2cc3ccccc3oc2=O)cc1	9.7%	-15.0%	7.2%

Whole records, looked up by structure.
Record of `CC1Cc2ccccc2N1C(=O)COC(=O)c1ccco1` (stereo not drawn) : ALOX12 inh: -7.7%; Tb PGK inh: 4.0%; GLS inhibitor: 1.3%
Record of `COc1ccccc1NC(=O)COC(=O)Cn1c(C)csc1=O` : ALOX12 inh: 18.4%; Tb PGK inh: -1.6%; GLS inhibitor: 2.8%

Only part of the results is shown; the hit share may differ from the screen's.
